Assay outcomes from PubChem BioAssay.
NPYLR7 ag – agonists of mosquito NPYLR7 receptor, primary screen, cell-based, Aedes aegypti, calcium fluorescence, mosquito biting behavior; HEK293T NPYLR7/Galpha15, GCaMP6s calcium fluorescence; activation, % at 10 µM; hit rate 0.15% among 270,000; AID 1259423, 2018; in the data active means activation above about 40%;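 further: 0% = vehicle and 100% = reference agonist at the receptor; some compounds past the cut are filed as inactive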
hcGAS lum – Primary biochemical luminescence assay for human cyclic GMP-AMP synthase inhibitors; inhibition, % at 12.5 µM; hit rate 0.081% among 290,000; Q8N884; recombinant h-cGAS, ATP depletion, Kinase-Glo luminescence;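 further: 0% = vehicle reaction and 100% = reaction without DNA for no activity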
Target sequence (Q8N884 whole entry, looked up): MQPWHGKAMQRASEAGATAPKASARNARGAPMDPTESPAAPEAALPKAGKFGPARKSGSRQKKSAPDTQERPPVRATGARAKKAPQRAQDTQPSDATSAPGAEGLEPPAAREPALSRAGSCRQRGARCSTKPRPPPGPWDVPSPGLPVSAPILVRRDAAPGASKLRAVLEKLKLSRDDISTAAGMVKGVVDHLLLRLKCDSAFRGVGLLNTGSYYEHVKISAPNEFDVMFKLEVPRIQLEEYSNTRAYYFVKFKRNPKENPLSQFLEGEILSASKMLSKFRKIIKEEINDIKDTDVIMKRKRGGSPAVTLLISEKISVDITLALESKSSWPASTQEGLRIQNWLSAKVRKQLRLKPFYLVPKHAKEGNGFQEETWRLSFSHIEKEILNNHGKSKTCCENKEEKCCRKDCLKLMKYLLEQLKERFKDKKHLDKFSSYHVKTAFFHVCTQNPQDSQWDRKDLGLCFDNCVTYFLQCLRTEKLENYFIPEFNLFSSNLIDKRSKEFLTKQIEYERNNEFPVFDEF
mcGAS lum – cyclic GMP-AMP synthase inhibitors, mouse, primary biochemical chemiluminescence; recombinant cGAS, Kinase-Glo ATP depletion luminescence; hit rate 0.15% among 160,000; Q8C6L5; inhibition, % at 12.5 µM; AID 1259399, 2018;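 further: 0% = negative control wells and 100% = reference inhibitor with no enzyme activity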
Starred values were filed as active, the others as inactive; · = not tested or not shown; & = joins results of further samples. Unless noted, no stated cut-off is given here; in the data, active means inhibition above about 40%; inactive means the rest.

Structure	NPYLR7 ag	hcGAS lum	mcGAS lum
CN=c1scc(-c2ccc(-c3ccccc3)cc2)n1N=Cc1ccc2c(c1)OCO2	-6	-5	·
N#CC(NC(=O)CC(F)(F)F)c1ccc(Cl)c(Cl)c1 (stereo not drawn)	5	-2	·
C=CC[C@@H]1CC=C[C@@H](CC=C)N1C(=O)c1onc2ccccc12	7&11	-7&-15	·
COCCS(=O)(=O)NC(c1ccc(C(C)C)cc1)C(C)C (stereo not drawn)	5	-8	·
Cc1noc(CSc2ccccc2C(=O)Nc2cccc(C#N)c2)n1	-2	0	·
COc1ccc(-n2ccnc2-c2nccn2CCN(C)C)cc1	-2	-5	·
Cc1cc(Nc2ccc(C(N)=O)cc2)nc(-n2nc(C)cc2C)n1	3&0	-12&9	-11&-3
CCC(O)c1nc2ccccc2n1CCCOc1ccccc1C (stereo not drawn)	2	-9	-6
Cc1cncc(NC(=O)c2ccc(CN3CCCC(C(N)=O)C3)cc2)c1 (stereo not drawn)	11	-7	·
Fc1c(F)c(F)c(Sc2nnc(-c3cccs3)n2CC2CCCO2)c(F)c1F (stereo not drawn)	-1	3	·
COc1c(C(=O)N2CCN(C(C)C(F)(F)F)CC2)c(C)nn1C (stereo not drawn)	2	-4	·
CCCCN(CC(=O)N(CCc1c[nH]c2ccccc12)Cc1ccc(OC)cc1)C(=O)NCC	17	-3	-7
O=C(NCC1(N2CCCCC2)CCCCC1)N1CCC(CO)CC1	5	-9	-16
CO/N=C(/C(=O)N1CCOCC1)c1csc(NC=O)n1	-11	6	1
Cc1ccc(C(=O)Cn2c3c(sc2=N)CCCC3)cc1	-14&4	2&-4	-4
CCOC(=O)c1nn(-c2ccc(C)cc2)c(=O)cc1NCc1cccc(OC)c1	8	2	·
O=C(NCC1(c2ccccc2)CCOCC1)c1ccc(-n2cccn2)cc1	-2	-3	-5
CC1=C(C(=O)OC(C)C)C(c2ccc3c(c2)OCO3)C2=C(CCCC2=O)N1 (stereo not drawn)	4	-5	-6
COc1cccc(NC(=O)C2(S(=O)(=O)c3ccc(C)c(C)c3)CCCC2)c1	9	-8	-10
Cn1c(=NC(=O)CN2C(=O)c3ccccc3C2=O)sc2cc3c(cc21)OCO3	3	-5	-7
Clc1nccc2c1ccc1ccccc12	5	3	4
CC1CN(C(=O)COC(=O)c2ccccc2NCCO)CC(C)O1 (stereo not drawn)	-3	-4	-11
COc1ccc(OC)c2[nH]c(=O)c(CCNC(=O)c3ccc(C)c(C)c3)cc12	0	-4	-5
CCOC(=O)C1(CCCc2ccccc2)CCN(C(=O)c2ccccc2-n2cccn2)CC1	12&11	0&-5	-7&-2
Cc1ccc(-c2cc(C(=O)Nc3ccc(F)c(F)c3)c3ccccc3n2)s1	1	-8	-8
COCCN1C(=O)C2C(c3ccc(O)c(OC)c3)NN(C)C2C1=O (stereo not drawn)	20	-5	-10
O=C(c1ccc(S(=O)(=O)C(F)F)cc1)N1CCN(S(=O)(=O)c2ccccc2)CC1	2	-2	·
COc1ccc(-n2ccnc2-c2ccc(CO)o2)cc1OC	·	-7	-11
CN(Cc1cc2ccccc2s1)C(=O)CCc1nnc(Cc2c[nH]c3ccccc23)o1	3&-15	-3&0	-7&-2
COC(=O)C1C(=O)c2c([nH]c(C(=O)OCCOC(C)C)c2C)CC1C (stereo not drawn)	12	-10	·
O=C(c1ccc(Cl)c(Cl)c1)N1CCN(c2c(-c3ccccc3)cnc3ncnn23)CC1	-5	-1	2
Cc1noc(C)c1CC(=O)N(Cc1ccccn1)c1ccc(Cl)cc1	0	0	·
CNC(=O)c1cccc(CS(=O)(=O)NC(C)(C)C)c1	-5	-8	·
COc1ccc(CCn2c(-c3c(OC)ccc4ccccc34)nc3ccc(Br)cc3c2=O)cc1	3	-7	-5
CCCN(C)c1cc(COC)nc(SCc2ccc(C(=O)NCc3ccncc3)cc2)n1	-8	-3	-7
COCC(NC(=O)c1cc2n(n1)CCCN(C)C2)c1ccccn1 (stereo not drawn)	·	-4	-10
CCOc1ccc(OCCCOc2ccc(Cl)cc2)cc1	-1	-3	·
CCC(C)N(Cc1ccccc1OS(=O)(=O)c1ccc(OC)cc1)C(=O)c1ccccc1F (stereo not drawn)	4	-3	-7
CN1CCC=C(CCNC(=O)Cc2ccc(F)cc2)C1	-1	-4	-21
CC(C1CC1)N(C)C(=O)C1CC(=O)N(c2ccc3c(c2)CCC3)C1 (stereo not drawn)	10	-10	·
Cc1cccc(-c2nnn3c2nc(N2CCCC(C)C2)c2ccccc23)c1 (stereo not drawn)	4	-4	-8
CCOC(=O)CSc1nnc(NC(=O)C(CC)c2ccccc2)s1 (stereo not drawn)	4	3	3
O=c1oc2ccccc2cc1-c1nnc(Nc2ccc(Oc3ccc(Cl)c4ccccc34)c(Cl)c2)s1	-6	-6	·
O=C(c1ccc(CSc2ccc([N+](=O)[O-])cn2)cc1)N1C2CCC1CC(Oc1cccc(C(F)(F)F)c1)C2 (stereo not drawn)	17	-13	-9
O=C(CN(CCCN1CCOCC1)C(=O)c1cc(Cl)cc(Cl)c1)N(Cc1ccc2c(c1)OCO2)Cc1ccco1	-2	0	-5
CC(C)N(C)CC(=O)N(CC1CCCO1)C1CCSC1 (stereo not drawn)	-13	6	·
CCOC(=O)C1=C(C)NC2=C(C(=O)CC(C)(C)C2)C1c1ccc(Cl)cc1 (stereo not drawn)	-3	-5	-4
O=C(C(=O)N1CCC(c2cc(Cc3ccccc3)[nH]n2)CC1)N1CCCC1	9	-3	-17
COC(=O)c1[nH]ncc1CN1CCN(Cc2cc(C)cc(C)c2)C(=O)C1	0	-7	·
COCc1cc(C)nc(N/N=C\c2ccc(I)o2)c1C#N	4	8	-5
CCOc1ccccc1-c1nc(COC(=O)c2nnn(-c3ccc(OC)cc3)c2C)c(C)o1	-2	-4	-9
Nc1nc(-c2cccnc2)cs1	3	-7	·
Nc1nc(N)nc(COc2ccc(Cl)cc2Br)n1	6	-3	·
O=C(C1CCCCC1)N1CCSC1c1cccc(OCc2ccccc2)c1 (stereo not drawn)	9	-2	-5
COCCn1c(C)cc(O)c(C(c2ccc(OC)cc2)N2CCN(c3ccccc3)CC2)c1=O (stereo not drawn)	14	-9	·
CCCCCCCCCSc1nc2c(c(=O)[nH]c(=O)n2C)n1CCOC	18	-2	·
COc1cc(-c2c(C#N)c(N)n3c(nc4ccccc43)c2C#N)ccc1OC(=O)N(C)C	4	-6	-4
Cc1nc2ccccc2nc1N1CCN(C(=O)c2cccs2)CC1	21	-6	-9
COc1cccc(-c2ccc(SCC(=O)N3CCCCCC3)nn2)c1	-4	-8	-7
CN(Cc1cnn(C)c1)C(=O)C1CCCN(C(=O)Nc2ccccc2)C1 (stereo not drawn)	1	-16	·

Look-ups from the results shown:
Clc1nccc2c1ccc1ccccc12 in mcGAS lum = 4
Cn1c(=NC(=O)CN2C(=O)c3ccccc3C2=O)sc2cc3c(cc21)OCO3 in NPYLR7 ag = 3
CC1=C(C(=O)OC(C)C)C(c2ccc3c(c2)OCO3)C2=C(CCCC2=O)N1 (stereo not drawn) in mcGAS lum = -6
O=C(c1ccc(S(=O)(=O)C(F)F)cc1)N1CCN(S(=O)(=O)c2ccccc2)CC1 in NPYLR7 ag = 2
CCOC(=O)c1nn(-c2ccc(C)cc2)c(=O)cc1NCc1cccc(OC)c1 in hcGAS lum = 2

(further entries)
Structure	NPYLR7 ag	hcGAS lum	mcGAS lum
CCOC(=O)c1c(N2CCCC2=O)sc(C)c1CC	1	-8	·
CCOC(=O)CN1CCN(c2cccc(Br)c2)C(=O)C1C (stereo not drawn)	-1	-5	·
CCOc1ccc(NC(=O)N2CCc3nc(Cc4ccccc4OC)nc(N4CCOCC4)c3C2)cc1	0	-10	-6
Cc1cc(C)n(CC2(CNc3nc(C4CCCC4)nc4c3CNC4)CC2)n1	1	-6	-8
Cc1ccc(-n2c(=O)[nH]c3nc(N4CCOCC4)sc3c2=O)cc1	-8	0	·
COc1ccccc1-n1c(SCc2nc(C(=O)N3CCN(c4cccc(Cl)c4)CC3)cs2)nnc1-c1ccncc1	-9	-7	-3
O=C(NS(=O)(=O)c1ccc(Cl)nc1)c1ccc(COCC(F)(F)F)cc1	4	-6	·
COc1cccc(C(=O)Cn2nc(-c3ccc(F)cc3)oc2=O)c1	9	-6	·
c1ccc(-c2csc(CNC3CCN(c4ncccn4)CC3)c2)cc1	7	-8	·
COCCCNC(=O)CC1CSc2nc3c(cnn3-c3ccc(F)cc3)c(=O)n21 (stereo not drawn)	2	-10	-6
COc1ncc(CN2CCC(C3CCN(c4ncccn4)CC3)C2)cn1 (stereo not drawn)	3	-5	·
CC(C)N(Cc1c(-c2ccccc2)noc1N1CCOCC1)C(=O)c1cccc(Br)c1	2	-7	-3
CCc1cccc2c(C(CC(=O)N3CCOCC3)c3ccccc3C(F)(F)F)c[nH]c12 (stereo not drawn)	16	-3	-4
COc1cccc(CCc2ccccc2OCC[C@@H]2C[C@@H](O)CN2C)c1	-9	-2	·
CCc1cc(N(C)CC2COCCO2)nc(N2CCOCC2)n1 (stereo not drawn)	-4	-6	-9
CCCn1ccnc1SC(C)C(=O)NC(=O)NC (stereo not drawn)	10	-1	·
O=c1[nH]c(SCc2ccccc2)nc2c1cnn2CCO	-1	-6	·
CC(C)=CCn1c(C(=O)NCC2CC2)cc2sccc21	3	-5	·
COCCN(CC(=O)Nc1nc(CC(=O)NCCCN2CCCCC2C)cs1)C(=O)c1ccc(C)cc1 (stereo not drawn)	15	-2	-5
CC(NC(=O)CSC1CCCC1)c1ccc(-c2ccccc2)cc1 (stereo not drawn)	-1	3	-4
CCSc1nc(NC(C)C)c2cnn(CCNC(=O)c3ccco3)c2n1	-2	5	-7
CC(C)N(Cc1ccc(OS(=O)(=O)c2ccc(F)cc2)cc1)C(=O)c1cccs1	25	-5	-4
O=c1cccc2n1CC1CC2CN(c2nc(NCC3CCCO3)nc(N3CCOCC3)n2)C1 (stereo not drawn)	-4	-2	·
CCCN(CCC)C(=O)Cc1csc(NC(=O)CN(C(=O)c2ccc(F)cc2)C(C)C)n1	4	1	-3
CCOC(=O)C1=C(O)/C(=C\c2ccc(O)c(OCC)c2)SC1=Nc1ccc(C)cc1	-12	1	3
CCN(CC)CCNc1nc2ccc(F)cc2s1	4	-4	·
O=C(CCC1CCCCC1)N=C1N=C2N=CC=CN2Cc2ccccc21	-16	-4	·
CC1=CCC2CC1NC(=O)CCOCCC(=O)NC2(C)C (stereo not drawn)	-3	-10	-4
COc1ccc(C(=O)NCC(=O)N2CCN(Cc3ccc4c(c3)CCO4)CC2)cc1OC	0	-8	-7
CCOC(=O)N1CCN(C(=O)c2cc(-c3ccc([N+](=O)[O-])cc3)nn2-c2ccc(C)cc2C)CC1	-4	-3	-5
O=C(N/N=C\c1ccccn1)c1cc(-c2ccccc2)nc2ccccc12	-1	2	-3
Cc1cccc(C(=O)NC2CC(=O)N(CCN3CCOCC3)C2)c1 (stereo not drawn)	-3	-5	·
CCOC(=O)c1c(NC(=O)Cn2cnc([N+](=O)[O-])n2)sc(C(C)=O)c1C	-9	-3	-1
CN(C)c1cc(C(=O)Nc2ccc(C(=O)N3CCCCCC3)cc2)ccn1	3	-5	·
COc1cccc(C(=O)OC(C)C(=O)Nc2ccc(Cl)cc2Cl)c1OC (stereo not drawn)	-2	-6	-16
Cc1ncsc1CCC(=O)N1CCc2onc(-c3ccccc3F)c2C1	18	-10	·
O=C(Cc1ccc(Br)cc1)Nc1nnc(-c2ccsc2)s1	14	-6	-16
Brc1cnc2nc(-c3ccccc3)c(-c3ccccc3)nc2c1	-2	-3	·
CCC(OC)C(=O)N(c1ccc(C#N)cc1C)C1CC1 (stereo not drawn)	10	-7	·
COc1cccc(CCNC(=O)c2ccc(-n3nc(-c4cccc(C)c4)cc3N)cc2)c1	-9	-4	-8
c1ccc2c(c1)CCCC2NCc1cn[nH]c1-c1cc2ccccc2o1 (stereo not drawn)	7	-8	·
O=S(=O)(c1ccc2c(c1)OCCO2)N1CCCC1c1cccs1 (stereo not drawn)	0	-3	-3
OC(COc1c(F)cc(Br)cc1F)CN1CCOCC1 (stereo not drawn)	-2	-10	-7
CSCCCNC(=O)Cn1nnnc1CN1CCCC1	7&4	-5&-7	-7
Cc1ccccc1CC1(CO)CCCN(C(=O)Cn2nc3ccccc3n2)C1 (stereo not drawn)	7	-4	·
COc1ccccc1-c1coc2cc(O)ccc2c1=O	3&2	0&-5	-4&-1
CC(=O)N1N=C(c2c(-c3ccccc3)c3cc(Br)ccc3[nH]c2=O)CC1c1ccco1 (stereo not drawn)	-1	-6	-5
CCCCCc1ccc(C(=O)NCCN2CCN(c3nc(Cc4ccc(Cl)cc4)ns3)CC2)cc1	·	-2	-6
CC1=NC2=C(C(=O)CCC2)C(c2ccc(C)o2)C1C(=O)OC1CCCCC1 (stereo not drawn)	7	-5	·

Given with each value named: entries from further up
structure: COC(=O)c1[nH]ncc1CN1CCN(Cc2cc(C)cc(C)c2)C(=O)C1
  NPYLR7 ag: 0; hcGAS lum: -7; mcGAS lum: ·

structure: Cc1ccccc1CC1(CO)CCCN(C(=O)Cn2nc3ccccc3n2)C1 (stereo not drawn)
  NPYLR7 ag: 7; hcGAS lum: -4; mcGAS lum: ·

structure: CN=c1scc(-c2ccc(-c3ccccc3)cc2)n1N=Cc1ccc2c(c1)OCO2
  NPYLR7 ag: -6; hcGAS lum: -5; mcGAS lum: ·
